IL1B NFkB pot: enhances IL-1B driven NFkB nuclear translocation. HUVEC IL-1B NFkB p65 nuclear translocation imaging. activation, % at 2 µM. hit rate 0.3% among 94,000. AID 819;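 active = activation above 40%, about the mean plus 3 SD, also judged a hit on visual image review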;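 note: percent activation is computed from the nuclear over cytoplasmic p65 intensity ratio; values of inactives mirror those of a sister screen read the other way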
PLAP inhibition: inhibition of human placental alkaline phosphatase – biochemical, luminescence, HTS (AID 690); purified PLAP, luminescent substrate; higher % means a stronger effect; inhibition, % at 20 µM, or IC50 in µM where a hit was titrated; hit rate 0.08% among 96,000; in the data active = a potency from the dose series; inactive = the rest, 99 in 100 with inhibition below about 30%; note: strong numbers were not always called active
Bcl-B TR3 displacers: displacers of TR3 peptide from Bcl-B, primary screen, selectivity assay for Bfl-1 inhibitor project, biochemical, fluorescence polarization; FP displacement of FITC-TR3 peptide from Bcl-B; higher % means a stronger effect; one-dose displacement, % at 20 µM; IC50 in µM for titrated hits; hit rate 0.11% among 96,000; AID 748;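 active = displacement above 50% at 20 µM plus a fluorescence interference ratio under 1.5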;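 note: plate controls were wells without compound for no effect and wells lacking Bcl-B protein for full effect; a part of the inactive calls stands beside numbers as strong as those of hits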
MRP reversal: reverses drug resistance mediated by MRP. AID 602. H69AR cells + 2 uM doxorubicin, CellTiter-Glo, 72 h. differential viability (reversal), % at 10 µM. hit rate 0.04% among 85,000;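 active = viability drop by adding the cancer drug above about 55%, with treated viability meeting a 40% cutoff, limit read from the data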;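 note: viability without doxorubicin minus viability with 2 µM doxorubicin for each compound; larger differential means the compound sensitizes cells more to doxorubicin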
IL1B NFkB inh: blocks IL-1B driven NFkB nuclear translocation in HUVEC cells; HUVEC IL-1B NFkB p65 nuclear translocation imaging; inhibition, % at 2 µM; hit rate 0.43% among 94,000;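 active = inhibition above about 30% together with a positive call from visual inspection of the well image, limit read from the data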;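 note: nuclear over cytoplasmic p65 intensity ratio measured by imaging; 0% = IL-1B stimulated DMSO wells and 100% = unstimulated DMSO wells; values of inactives mirror those of a sister screen read the other way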
MRP reversal cytotoxicity: further read-out of MRP reversal, marked with its call; viability, %; H69AR cells, CellTiter-Glo, 72 h; measured here: cytotoxicity without doxorubicin
MRP reversal with doxorubicin: recorded beside MRP reversal, whose call it bears; viability, %; measured here: viability with 2 uM doxorubicin; stronger effect = lower value
IL1B NFkB inh cell count 2 µM: further read-out of IL1B NFkB inh, marked with its call; cell count; measured here: cells passing quality filter;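 raw number of nuclei counted in each imaged well without normalization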
IL1B NFkB pot cell count 2 µM: recorded beside IL1B NFkB pot, whose call it bears; cell count; measured here: cells passing quality filter
Numbers without * were called inactive; · = not tested or not shown.

SMILES	IL1B NFkB pot	IL1B NFkB pot cell count 2 µM	PLAP inhibition	Bcl-B TR3 displacers	MRP reversal	MRP reversal cytotoxicity	MRP reversal with doxorubicin	IL1B NFkB inh	IL1B NFkB inh cell count 2 µM
CN1CCN(S(=O)(=O)c2ccc(-c3noc(C4CCN(S(C)(=O)=O)CC4)n3)cc2)CC1	1	98	-47%	-4%	4	97	93	-1	98
C=C(C)CSc1nnc(-c2cccc(S(=O)(=O)N(C)C)c2)n1-c1cc(OC)ccc1OC	0	170	-25%	1%	35	100	65	0	170
CC(Oc1ccc(Cl)cc1Cl)C(=O)Nc1ccc2oc(-c3ccncc3)nc2c1 (configuration not stated)	11	149	-9%	0%	0	74	74	-11	149
N#C/C(=C1\CCCN1)c1nc2ccccc2c(=O)[nH]1	1	111	-2%	6%	-16	94	110	-1	111
CCOC(=O)C1CCN(Cc2ccc(C(=O)OC)cc2)CC1	22	121	-3%	-3%	·	·	·	-22	121
CC(=O)NCCN=C(C)c1sc2ccccc2c1O	9	131	8%	-3%	-1	98	98	-9	131
C=CCc1c(C)nc(C)nc1N/N=C/c1ccc(N(C)C)cc1	4	158	-62%	-40%	3	76	73	-4	158
O=C(N/N=C/c1cccc(C(F)(F)F)c1)C1CCN(c2ncc(C(F)(F)F)cc2Cl)CC1	3	124	12%	0%	·	·	·	-3	124
CC(=O)N(CCCCN1C(=O)c2ccccc2C1=O)c1ccc(C)cc1	6	104	-8%	5%	11	96	85	-6	104
CO/N=C/c1ccc(N2CCN(C(=O)c3ccc(Cl)cc3Cl)CC2)c([N+](=O)[O-])c1	11	141	-12%	1%	·	·	·	-11	141
COc1ccc(OC)c(C2C(C(=O)N(C)C)=C(C)Nc3nc4ccccc4n32)c1 (configuration not stated)	·	·	-39%	-15%	·	·	·	·	·
O=C(CCCCn1c(=O)c2ccccc2n(Cc2ccc(Cl)cc2)c1=O)NCc1ccco1	9	146	17%	0%	-12	16	28	-9	146
CCCCn1c(Cl)nc2c1c(=O)n(C)c(=O)n2C	7	184	-32%	-10%	12	86	74	-8	184
CCC(=O)Nc1nc2nc(-c3ccccc3)cc(-c3ccccc3)n2n1	-3	118	8%	-5%	·	·	·	3	118
Cc1ccc(CCNC(=O)CCNS(=O)(=O)c2ccc3c(c2)c(=O)n(C)c(=O)n3C)cc1	-3	153	-10%	-4%	·	·	·	3	153
O=C(c1ccc(COc2ccc3ccccc3c2)o1)N1N=C(C(F)F)CC1(O)C(F)F (configuration not stated)	-6	166	-28%	1%	·	·	·	6	166
O=C(NC(Cc1ccccc1)C(=O)NCc1ccccn1)c1ccco1 (configuration not stated)	-6	172	-12%	1%	-13	97	111	6	172
Cc1cccc2c(=O)oc(-c3ccc4c(c3)C(=O)N(CC3CCCO3)C4=O)nc12 (configuration not stated)	11	92	·	·	-9	104	112	-11	92
CCN(CC(=O)NCCc1ccccc1)S(=O)(=O)c1ccc(Br)cc1	15	107	-4%	0%	·	·	·	-15	107
O=S(=O)(c1cccc2cccnc12)N1CCOCC1	7	138	-12%	-4%	-2	98	100	-7	138

Copied from the list.
Cc1ccc(CCNC(=O)CCNS(=O)(=O)c2ccc3c(c2)c(=O)n(C)c(=O)n3C)cc1 @ IL1B NFkB inh: 3
CO/N=C/c1ccc(N2CCN(C(=O)c3ccc(Cl)cc3Cl)CC2)c([N+](=O)[O-])c1 @ Bcl-B TR3 displacers: 1%

(next part)
SMILES	IL1B NFkB pot	IL1B NFkB pot cell count 2 µM	PLAP inhibition	Bcl-B TR3 displacers	MRP reversal	MRP reversal cytotoxicity	MRP reversal with doxorubicin	IL1B NFkB inh	IL1B NFkB inh cell count 2 µM
O=c1c2ccccc2nc(/C=C/c2ccc([N+](=O)[O-])o2)n1CCCO	-15	148	6%	-37%	·	·	·	15	148
COc1ccc(Br)cc1-c1nc(C)c(C(C)=O)n1O	-3	142	9%	-18%	-9	100	108	3	142
Cc1sc(-c2ccncc2)nc1OC(=O)c1ccc(Cl)cc1	-3	159	0%	10%	6	102	96	3	159
Cc1ccc(Cn2ncc3c(N4CCN(Cc5ccc(Cl)cc5)CC4)ncnc32)cc1	13	91	10%	3%	2	76	75	-13	91
O=C(Nc1ccc(Br)cc1F)c1sccc1-n1cccc1	21	162	-7%	-8%	4	86	81	-21	162
COc1ccc(/C=C2\SC(=O)N(CCNC(=O)Cn3cnnn3)C2=O)cc1	-2	189	30%	-4%	·	·	·	2	189
O=S(=O)(c1ccc(S(=O)(=O)N2CCCN(Cc3ccccc3)C2)cc1)N1CCCCCC1	24	204	14%	1%	-27	52	78	-24	204
COC(=O)c1ccc(-n2nnnc2SCC(=O)Nc2cc(OC)ccc2OC)cc1	8	190	12%	-5%	7	77	70	-8	190
CC(=O)c1ccc2c(ccc3ccccc32)c1	8	189	5%	0%	·	·	·	-8	189
O=C(Cc1cccs1)Nc1ccon1	2	115	0%	0%	1	87	86	-2	115
O=C(CCCn1c(=S)[nH]c2ccsc2c1=O)NCc1ccco1	8	101	9%	-8%	4	88	84	-6	101
CCN1CCN(C(c2cc3cccc(C)c3[nH]c2=O)c2nnnn2Cc2ccccc2)CC1 (configuration not stated)	·	·	-54%	-4%	3	101	98	·	·
CS(=O)(=O)N(CC(=O)NCc1ccccn1)c1ccc2c(c1)OCCO2	2	140	-3%	-1%	-20	85	104	-2	140
CCC(c1nnnn1C(C)(C)CC)N(CCN1CCOCC1)Cc1cc2cc(C)ccc2[nH]c1=O (configuration not stated)	-14	166	-75%	12%	·	·	·	14	166
Cc1ccc2[nH]c(=O)c(C(c3nnnn3CC3CCCO3)N3CCCc4ccccc43)cc2c1 (configuration not stated)	7	136	-47%	-25%	·	·	·	-7	136
Clc1ccccc1OCCN1CCCCC1	0	86	-23%	2%	-7	56	64	0	86
Cc1c(C#N)c2ncn(CC#N)c(=O)c2n1-c1ccccc1	21	116	-7%	1%	·	·	·	-21	116
O=C(Nc1ccc(OC(F)(F)F)cc1)c1n[nH]c(Cn2cncn2)n1	6	90	6%	-2%	·	·	·	-6	90
O=C(Nc1ccccc1C(=O)OCn1nnc2ccccc2c1=O)c1ccco1	11	162	-10%	-4%	-7	93	101	-11	162
Cc1ccc(CNC(=O)COC(=O)c2c(C)noc2C)cc1	·	·	20%	-12%	29	89	59	·	·
COc1ccc(OC)c(C2C(C#N)=C(N)Oc3c2c(C)nn3-c2ccc(C)cc2)c1 (configuration not stated)	6	105	9%	-17%	·	·	·	-6	105
CCCSc1nnc(N2C(=O)CC(c3ccsc3)C3=C2CCCC3=O)s1 (configuration not stated)	19	55	-2%	0%	14	101	87	-19	55
CC(NC(=O)CSc1nnc(-c2cccc(S(=O)(=O)N3CCCCC3)c2)o1)C12CC3CC(CC(C3)C1)C2 (configuration not stated)	14	184	-67%	-43%	-12	41	53	-14	184
Cc1ccc(-n2c(C)cc(C(=O)CSc3nnnn3C)c2C)cc1	1	133	-66%	0%	13	99	86	-1	133
O=S(=O)(c1cccs1)N1CCN(c2ncccn2)CC1	23	140	·	·	3	90	87	-23	140
CN(c1ccc(OCc2nnc(-c3ccccc3)o2)cc1)S(=O)(=O)c1ccccc1	13	154	18%	-24%	-14	72	86	-12	154
S=C(Nc1ccccc1)Nc1ccc(OCc2ccc(Cl)cc2Cl)cc1	-3	134	15%	-2%	·	·	·	2	134
O=C(CSC1CCCCC1)Nc1nccs1	0	193	-4%	-8%	7	96	90	0	193
Cc1ccc(S(=O)(=O)/N=C(\Sc2ccccc2)c2ccccc2)cc1	1	115	-5%	-8%	-42	41	83	-1	115
COc1cccc(Cn2nnc(C(=O)NCCc3ccc(Cl)cc3)c2N)c1	3	181	7%	-4%	-13	75	88	-4	181
CCOc1cc(C2NC(=O)NC(O)(C(F)(F)F)C2C(=O)c2ccc(Cl)cc2)ccc1O (configuration not stated)	4	193	-15%	5%	3	91	88	-4	193
CCO/C(C)=C1\C(=O)Nc2ccccc21	1	181	-1%	-5%	17	104	87	-1	181
N#Cc1cc2c([nH]c1=S)CCCCCC2	-10	184	1%	-14%	·	·	·	10	184
Cn1cnnc1SC(C(=O)Nc1cccc(C(F)(F)F)c1)c1ccccc1 (configuration not stated)	7	64	-10%	4%	15	101	86	-7	64
COCCCNC(=O)c1ccc(N(C)S(C)(=O)=O)cc1	5	143	10%	-5%	1	88	87	-5	143
CCn1c(SCC(=O)Nc2nc(-c3ccc(C)cc3)cs2)nnc1-c1ccccc1O	17	145	-59%	0%	-32	29	62	-18	145
CCOC(=O)CSc1ncc(OC)c(=O)[nH]1	4	157	16%	4%	·	·	·	-4	157
CS(=O)(=O)N(Cc1ccccc1)c1ccc(C(=O)NCc2ccccc2)cc1	22	57	15%	-6%	0	72	72	-22	57
N/C(=N\OC(=O)c1ccc(Cl)c(Cl)c1)c1ccccn1	2	105	-2%	2%	·	·	·	-2	105
CC(C)CC(=O)Nc1ccc2oc(-c3ccncc3)nc2c1	2	106	-6%	-5%	-2	91	94	-2	106
COc1cccc(OCC(O)CN2CCC(Cc3ccccc3)CC2)c1 (configuration not stated)	29	182	-50%	9%	12	91	79	-29	182
Cc1csc(NC(=O)c2ccco2)n1	44*	149*	10%	-9%	·	·	·	-44	149
COc1ccc2cc(C(=O)NCc3ccco3)c(=O)oc2c1	3	105	1%	1%	-3	99	102	-3	105
COc1ccc(-c2noc(CCCOc3ccc(Cl)cc3Cl)n2)cc1	-7	166	-1%	4%	8	94	86	7	166
COc1ccc(-n2nc(C(=O)N3CCCCC3)c3ccccc3c2=O)cc1	·	·	-4%	-8%	4	85	81	·	·
CCOC(=O)c1cnn(-c2cc(C)nc3c(-c4ccc(Cl)cc4)c(C)nn23)c1N	-6	153	1%	7%	·	·	·	6	153
Cc1cccc(C)c1OCC(=O)N/N=C/c1ccc2c(c1)OCO2	-3	128	-22%	4%	·	·	·	3	128
COC(=O)c1c(-c2ccncc2)csc1NC(=O)c1ccoc1C	-11	108	17%	-3%	4	77	74	11	108
CCOC(=O)Nc1cc(C(=O)OCC)c(C)nc1C	·	·	10%	-5%	6	103	97	·	·
COC(=O)c1cn(CC(=O)NCc2ccco2)c2ccccc12	32	108	24%	-5%	3	94	91	-32	108
Cc1nc(N2CCOCC2)[nH]c(=O)c1CCC(C)C	-9	60	-7%	13%	11	97	86	9	60
CCC(=O)Nc1nc2ccccc2n1CCN(CC)CC	2	116	-54%	-1%	-3	85	87	-2	116
Oc1ccc(Cl)cc1-c1cc(-c2ccccc2)n[nH]1	-2	46	-15%	1%	-10	4	15	2	46
O=C(Oc1ccc(/C=N/NC(=O)c2ccccc2O)cc1)c1ccccc1	16	161	-25%	-2%	·	·	·	-16	161
CC(C)CC(=O)Nc1cccc(-c2nc3ccccc3o2)c1	8	187	8%	6%	-7	74	81	-8	187
COc1ccc(CN(C(=O)c2cccs2)c2nccs2)cc1OC	-13	136	-32%	-2%	21	101	80	13	136
Cc1nn(CC(=O)Nc2sc3c(c2C#N)CCC(C(C)(C)C)C3)c(C)c1[N+](=O)[O-] (configuration not stated)	25	123	-15%	-2%	·	·	·	-25	123
CCOc1ccc(Nc2oc(-c3ccc(Cl)cc3)nc2C#N)cc1	-1	170	11%	-11%	-22	32	54	1	170
COc1ccc(N2C(=O)CC(Nc3ccc(C)cc3)C2=O)cc1 (configuration not stated)	-10	137	10%	-10%	·	·	·	10	137
O=C(CCC(=O)c1cccs1)c1cccs1	-7	71	·	·	-3	99	102	7	71
O=C(CCC(=O)c1cccs1)OCC(=O)N1CCN(C(=O)c2ccco2)CC1	1	89	-10%	-1%	-3	102	105	-1	89
CN(C)CCNC(=O)C1CCCNC1=O (configuration not stated)	-5	136	-8%	-11%	-11	91	102	5	136
CCOC(=O)Cn1c(=O)oc2cc(S(=O)(=O)N3CCn4c3nc3ccccc34)ccc21	11	60	-47%	-3%	3	96	94	-11	60

High-throughput results from PubChem BioAssay.

Some of the compounds tested (hit frequency here may not be typical).
